Compound activity (PubChem)
G9a inh – inhibitors of human histone lysine methyltransferase G9a | G9a H3K9 monomethylation, AlphaScreen, 2 h | 350,000 tested, 8.8% active | AID 504332 | Q96KQ7 | Potency, µM (doses to about 102 µM), for inactives: at the highest dose activity, negative = inhibition, most hits filed as inhibitors; also: % is scaled to controls: 0 for no effect and ±100 for the full control effect; nearly all actives have a fitted effect of over 75% in size
Target sequence (Q96KQ7 913-1193 limits assumed): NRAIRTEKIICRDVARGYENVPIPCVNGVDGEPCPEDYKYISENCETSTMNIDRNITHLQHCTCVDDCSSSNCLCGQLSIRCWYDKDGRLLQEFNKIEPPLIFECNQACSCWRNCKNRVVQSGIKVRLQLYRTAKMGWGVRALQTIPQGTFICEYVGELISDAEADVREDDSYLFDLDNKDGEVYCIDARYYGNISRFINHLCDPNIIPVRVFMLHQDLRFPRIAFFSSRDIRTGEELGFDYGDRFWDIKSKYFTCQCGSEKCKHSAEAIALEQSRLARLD
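Step 1: enzyme (final 20 nM) with compound, 15 min RT. Step 2: substrate peptide 500 nM and SAM 20 uM, 2 h RT. Step 3: anti-H3K9me1 antibody and AlphaScreen beads, 10 min, then plate read.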
Pol kappa inh – inhibitors of human DNA polymerase kappa | Q9UBT6 | Potency, µM (top dose mostly 107 µM), for inactives: at the top dose activity, negative = inhibition, hits mostly inhibitors | purified Pol kappa, fluorescent DNA synthesis assay, 10 min | 400,000 tested, 0.53% active | AID 588579; also: % is scaled to controls: 0 for no effect and ±100 for the full control effect
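10 nM Pol kappa preincubated 15 min at room temperature with compounds, then reaction started with substrate at 50 nM final. Fluorescence read kinetically at 0 and 10 min; buffer-only wells served as negative control.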
APE1 inh – APE1 (human) endonuclease inhibition; recombinant APE1, TAMRA/BHQ-2 abasic DNA cleavage fluorescence; P27695; 350,000 tested, 0.35% active; Potency, µM (doses to about 65.8 µM), for inactives: at the highest dose activity change, negative = inhibition, hits mostly inhibitors;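 also: plate controls were vehicle for no effect and reference inhibitor for full effect; nearly all actives have a fitted effect of over 55% in size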
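Kinetic fluorescence read (525 ex/598 em nm, three reads 60 s apart) of AP-site incision; signal = third minus first read. Enzyme 0.75 nM, dual-labelled THF duplex 50 nM, compound preincubation 15 min RT.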
POLB inh – DNA polymerase beta (human) inhibition | P06746 | Pol beta primer extension/strand displacement, fluorescence kinetic | Potency, µM (series often up to 114 µM), inactives show at the highest dose activity change, negative = inhibition, most hits filed as inhibitors | 340,000 tested, 1.3% active | AID 485314; also: % is scaled to controls: 0 for no effect and ±100 for the full control effect
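10 nM enzyme + cpd, 15 min RT; start with substrate 50 nM final; read 0 min and after 10 min RT. Corrected, normalized data; 4-parameter Hill curve fit.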
Pol iota inh – blocks human DNA polymerase iota activity; Q9UNA4; Pol iota fluorescent replication assay, 10 min; Potency, µM (series often up to 115 µM), for the others: at the top dose activity, negative = inhibition, usual class: inhibitors; 390,000 tested, 1% active
Target sequence (Q9UNA4 whole entry, looked up): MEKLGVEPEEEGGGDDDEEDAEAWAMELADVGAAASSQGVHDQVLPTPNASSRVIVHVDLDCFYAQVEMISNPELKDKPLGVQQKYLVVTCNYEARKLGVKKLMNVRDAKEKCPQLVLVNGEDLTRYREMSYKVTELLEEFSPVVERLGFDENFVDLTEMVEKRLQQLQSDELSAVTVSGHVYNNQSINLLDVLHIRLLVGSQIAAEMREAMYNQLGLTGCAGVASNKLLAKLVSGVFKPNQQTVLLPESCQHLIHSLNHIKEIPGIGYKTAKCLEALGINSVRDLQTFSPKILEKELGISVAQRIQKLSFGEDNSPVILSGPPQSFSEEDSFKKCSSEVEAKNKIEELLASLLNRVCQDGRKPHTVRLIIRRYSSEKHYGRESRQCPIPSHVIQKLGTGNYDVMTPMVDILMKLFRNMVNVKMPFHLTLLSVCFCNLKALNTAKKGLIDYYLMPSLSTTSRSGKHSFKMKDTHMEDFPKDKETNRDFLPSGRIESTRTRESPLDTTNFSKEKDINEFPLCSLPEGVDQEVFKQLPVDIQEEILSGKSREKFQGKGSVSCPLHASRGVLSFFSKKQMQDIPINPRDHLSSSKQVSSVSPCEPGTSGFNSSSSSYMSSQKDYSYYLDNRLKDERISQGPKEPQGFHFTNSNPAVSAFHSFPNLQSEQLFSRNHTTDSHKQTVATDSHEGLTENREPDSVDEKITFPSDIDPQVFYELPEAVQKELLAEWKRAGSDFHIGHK
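Fluorescent replication assay read twice, at 0 min and 10 min after adding 50 nM (final) substrate. Enzyme (10 nM) and compounds were first incubated 15 min at room temperature; enzyme-free buffer wells were negative controls.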
JMJD2A Tudor inh – blocks the human JMJD2A Tudor domain; 390,000 tested, 4.4% active; O75164; AID 504339; Potency, µM (doses to about 114 µM), for the others: top-dose activity change, negative = inhibition, hits mostly inhibitors; AlphaScreen JMJD2A-Tudor / H3K4me3 peptide binding; also: % is scaled to controls: 0 for no effect and ±100 for the full control effect; nearly all actives have a fitted effect of over 50% in size
BAZ2B block – BAZ2B (human) inhibition. Q9UIF8. AlphaScreen BAZ2B-H3K14Ac peptide displacement. Potency, µM (series often up to 114 µM), without a hit: at the highest dose activity change, negative = inhibition, most hits filed as inhibitors. 360,000 tested, 4.4% active; also: % is scaled to controls: 0 for no effect and ±100 for the full control effect; nearly all actives have a fitted effect of over 60% in size
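In this displacement format the biotinylated H3(5-23) peptide acetylated at Lys14 serves as ligand at 50 nM, with BAZ2B at 50 nM in PBS pH 7.4 containing 0.01% Tween-20. Donor and acceptor beads are 10 ug/mL final.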
BLM inh – inhibitors of human Bloom syndrome helicase BLM; Potency, µM (titrated, usually from 56.1 µM), for the others: at the highest dose activity change, negative = inhibition, actives largely listed as inhibitors; 350,000 tested, 0.2% active; recombinant BLM DNA unwinding, fluorescence dequenching; AID 2528; P54132;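 also: plate controls were vehicle for no effect and no enzyme for full effect; nearly all actives have a fitted effect of over 35% in size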
Pol eta inh – DNA polymerase eta (human) inhibition | Potency, µM (top dose mostly 114 µM), without a hit: at the top dose activity change, negative = inhibition, most hits filed as inhibitors | Q9Y253 | recombinant Pol eta, fluorescent DNA replication assay | 390,000 tested, 1.2% active | AID 588591; also: % is scaled to controls: 0 for no effect and ±100 for the full control effect
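Pol eta at 10 nM preincubated with compounds 15 min at room temperature; reaction started with fluorescent substrate (50 nM final) and read kinetically at 0 and 10 min.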
* hit, by the source's call; ? = inconclusive; · = not tested or not shown; [ ] = dose if it differs, or a comment. Calls follow the shape of the dose curve; as a rule, active = well fitted curve in the direction sought with a large enough effect; inconclusive = small, poorly fitted or top-dose-only effect, or another doubt; inactive = no such curve, though single readings can be large; an effect the other way counts as inactive or inconclusive. Potency is read from the fitted curve at half-maximal effect. An excerpt; rates above refer to the full screens.

SMILES	G9a inh	Pol kappa inh	APE1 inh	POLB inh	Pol iota inh	JMJD2A Tudor inh	BAZ2B block	BLM inh	Pol eta inh
COc1cccc(Nc2cc(C)c3ccccc3n2)c1	-7.0%[2.33 µM]	-5.8%	-6.4%	?	10.5%	-4.4%	14.3%	-8.6%	-18.8%
Nc1c(C(=O)N2CCOCC2)sc2nc(N3CCOCC3)c3c(c12)CCCC3	10µM*	-14.9%	0.7%	-7.1%	15.1%	?	-13.8%	-3.7%	-14.3%
CCOC(=O)c1ccccc1NC(=O)COC(=O)C1=COCCO1	?	-12.8%	4.2%	15.5%	9.9%	-9.1%	?	-4.6%	-10.0%
Cc1ccnc(NC(=O)CN2C(=O)c3ccccc3C2=O)c1	-0.1%[59 µM]	-10.1%	3.6%	20.5%	19.1%	-6.9%	?	4.6%	-4.6%
CC(c1ccccc1)N1C(=O)c2ccccc2C1O (stereo unspecified)	-9.6%	-17.5%	1.3%	23.3%	4.8%	-11.1%	2.1%	-8.0%	-11.1%
CCc1nnc(NC(=O)CSc2nc3c([nH]c4ccccc43)c(=O)n2-c2cc(C)cc(C)c2)s1	22.6%[59 µM]	-7.7%[60.1 µM]	·	23.3%	20.1%	-12.3%	0.7%	0.2%	-9.0%
CCC1Sc2ccccc2N(CC(=O)NC2CC2)C1=O (stereo unspecified)	20.3%[59 µM]	-3.2%	14.5%	49.1%	10.1%	-4.2%	-2.9%	-1.5%	-6.6%
Cn1c(-c2ccccc2F)cc2onc(-c3ccccc3)c2c1=O	-17.8%[12.7 µM]	-17.2%	24.3%	·	-10.6%	-7.7%	-9.4%	·	-6.4%
CCCCN1C(=O)C(O)(CC(=O)c2ccco2)c2cc(Br)ccc21 (stereo unspecified)	-8.2%	-6.1%	1.5%	-18.1%	8.6%	-18.1%	-0.1%	-0.9%	-10.8%
Cc1ccc(CNC(=O)c2cc3c(s2)-c2ccccc2SC3)cc1	4.0%[59 µM]	-14.6%	·	-1.8%	-18.7%	4.7%	-3.2%	-6.4%	·
Cc1nn(-c2ccc(F)cc2)c(Cl)c1/C=C(\CCC(=O)O)c1nc2ccccc2s1	51.0%[activator][12.7 µM]	-1.8%	-4.3%	-8.6%	19.9%	-21.8%	3.8%	-0.1%	3.1%
COc1ccccc1-n1cnnc1SCC(=O)c1ccc[nH]1	-1.0%[12.7 µM]	2.8%	3.0%	4.0%	-2.6%	-7.4%	-3.3%	-0.5%	-9.3%
CCOC(=O)C1CCCn2c1nc1sc3c(c1c2=O)CCCC3 (stereo unspecified)	2.2%[59 µM]	-0.2%	-0.4%	0.3%	-3.8%	-16.4%	2.9%	-7.9%	-12.6%
CCn1cc(C(=O)NCC2CCCO2)c(=O)c2cc(S(=O)(=O)N(C)C3CCCCC3)ccc21 (stereo unspecified)	?	20.0%	-3.4%	10.1%	-17.3%	-12.7%	0.6%	-0.9%	-12.6%
O=c1oc(-c2cccc([N+](=O)[O-])c2)nc2ccccc12	44.7µM*	-7.4%	-5.6%	5.3%	59.3%[activator]	-19.3%	-34.8%	-6.7%	-16.6%
O=C(c1ccc2c(c1)N(Cc1cccc(Cl)c1)C(=O)c1ccccc1S2(=O)=O)N1CCN(Cc2ccccc2)CC1	-33.2%[59 µM]	-0.6%[60.1 µM]	·	-23.8%	2.2%	-22.4%	-4.3%	-9.2%	-10.3%
COc1ccc(OCc2cc(C(=O)N(C)C3CCOC3)no2)c(Cl)c1 (stereo unspecified)	·	-15.1%	-0.7%	8.4%	9.3%	-2.8%	-1.7%	-0.4%	9.3%
COCCn1c(=O)c(C)nc2cnc(N3CCN(C)CC3)nc21	-0.6%[0.501 µM]	1.3%[60.1 µM]	-7.3%	·	·	·	·	1.4%	·
COc1ccc(C2=NC(CO)(CO)CO2)cc1	-8.5%	3.8%	11.6%	7.5%	?	-2.8%	-16.6%	0.4%	-4.9%
CCS(=O)(=O)N1N=C(c2ccc(NS(C)(=O)=O)cc2)CC1c1ccccc1 (stereo unspecified)	2.7%[59 µM]	-3.5%	-3.3%	?	20.2%	-12.6%	5.6%	-2.4%	-10.4%
COc1ccc(C(CC(=O)O)NS(=O)(=O)c2ccc3c(c2)N(C(C)=O)CC(C)O3)cc1 (stereo unspecified)	8.4%	-4.9%	12.9%	25.3%	0.3%	-22.6%	-7.3%[57.1 µM]	-0.9%	-6.2%
COc1cc(C(=O)NCC(=O)NCCN2C(=O)S/C(=C\c3ccccc3Cl)C2=O)cc(OC)c1OC	-42.7%	-6.5%	13.0%	·	17.4%	-21.9%	-30.3%	·	-5.3%
Cn1cccc1/C=C1/SC(=S)N(CC(=O)O)C1=O	50.1µM*	-12.9%	-5.6%	?	?	-23.6%	-33.1%	0.2%	8.1%
C/C(CC(=O)NCc1ccco1)=N\NC(=O)Cc1ccc(Cl)cc1	8.5%[12.7 µM]	4.0%	-10.1%	-10.3%	15.5%	1.0%	-31.7%	-4.5%	-11.9%

5 structures already listed, ordered by molecular weight, smallest number first:
SMILES	G9a inh	Pol kappa inh	APE1 inh	POLB inh	Pol iota inh	JMJD2A Tudor inh	BAZ2B block	BLM inh	Pol eta inh
CCCCN1C(=O)C(O)(CC(=O)c2ccco2)c2cc(Br)ccc21 (stereo unspecified)	-8.2%	-6.1%	1.5%	-18.1%	8.6%	-18.1%	-0.1%	-0.9%	-10.8%
Nc1c(C(=O)N2CCOCC2)sc2nc(N3CCOCC3)c3c(c12)CCCC3	10µM*	-14.9%	0.7%	-7.1%	15.1%	?	-13.8%	-3.7%	-14.3%
CCS(=O)(=O)N1N=C(c2ccc(NS(C)(=O)=O)cc2)CC1c1ccccc1 (stereo unspecified)	2.7%[59 µM]	-3.5%	-3.3%	?	20.2%	-12.6%	5.6%	-2.4%	-10.4%
CCc1nnc(NC(=O)CSc2nc3c([nH]c4ccccc43)c(=O)n2-c2cc(C)cc(C)c2)s1	22.6%[59 µM]	-7.7%[60.1 µM]	·	23.3%	20.1%	-12.3%	0.7%	0.2%	-9.0%
COc1cc(C(=O)NCC(=O)NCCN2C(=O)S/C(=C\c3ccccc3Cl)C2=O)cc(OC)c1OC	-42.7%	-6.5%	13.0%	·	17.4%	-21.9%	-30.3%	·	-5.3%

Other compounds follow.
SMILES	G9a inh	Pol kappa inh	APE1 inh	POLB inh	Pol iota inh	JMJD2A Tudor inh	BAZ2B block	BLM inh	Pol eta inh
CN(C)S(=O)(=O)c1ccc(S(=O)(=O)NCc2cccs2)cc1	1.4%	2.3%	-4.3%	51.2%	22.2%	-11.4%	-1.9%	-2.3%	-8.5%
CCOC(=O)c1sc(NC(=O)CCN2CCN(CC)CC2)c(C(=O)OCC)c1C	-9.7%	2.9%	0.6%	-1.4%	62.2%[activator]	-3.7%	-12.7%	26.0%	-10.7%
CN(CC(=O)Nc1ccccc1Cl)C(=O)COC(=O)c1ccc([N+](=O)[O-])cc1Cl	3.8%[12.7 µM]	-6.6%	16.8%	·	-11.8%	-18.6%	-23.6%	·	-16.9%
Cc1ccc(S(=O)(=O)N2CCN(S(=O)(=O)c3ccc(C)cc3)C2c2ccccc2)cc1	-46.2%[2.33 µM]	-7.0%	?	2.5%	-5.8%	-2.9%	14.2%	2.5%	-15.7%
Oc1ccc(CN2CCC(Cc3ccccc3)CC2)c2cccnc12	35.5µM*	-6.3%	5.4%	1.2%	0.7%	25.1µM*	20µM*	8.91µM*	15.7%
CSc1ccccc1C(=O)NCCSC(C)(C)C	-4.2%[12.7 µM]	-2.2%	2.0%	0.4%	3.3%	-0.7%	-0.2%	0.1%	-13.3%
O=C(NC1CCCc2c1cnn2-c1cc(F)cc(F)c1)c1cc[n+]([O-])cc1 (stereo unspecified)	51.3%[activator]	6.0%	9.0%	22.0%	-19.3%	-9.6%	3.5%	-1.3%	-5.9%
CCOc1cc(Cl)c(CNCCCN2CCOCC2)cc1OC	-8.1%[0.501 µM]	-11.3%	8.6%	29.1%	164.0%[activator]	-10.9%	0.3%	4.5%	-14.8%
COc1ccc(CCNC(=O)Cc2cc(OC)c(OC)cc2[N+](=O)[O-])cc1OC	·	-8.3%	-5.1%	-0.5%	7.9%	10.6%	-37.8%	-5.4%	-20.0%
Cn1cccc1C1CCCN1CC(=O)Nc1ccc(F)c(F)c1F (stereo unspecified)	·	-1.4%	10.7%	·	-16.3%	?	·	·	-19.9%
CC1CCN(C(=O)c2[nH]cnc2C(=O)Nc2ccon2)CC1	1.6%[0.501 µM]	4.1%	-8.6%	·	25.8%	?	-32.5%	·	-3.0%
CC(C)(C)c1ccc(S(=O)(=O)N2CCN(C(=O)C3=COCCO3)CC2)cc1	16.6%[12.7 µM]	14.4%	21.3%	·	5.3%	-1.3%	-2.6%	·	-6.6%
CCc1ccc(S(=O)(=O)NCc2ccc3c(c2)CCN3C(=O)c2ccc(C)cc2)cc1	10.2%[59 µM]	-8.1%[60.1 µM]	·	27.4%	-9.3%	-14.9%	-2.5%	-4.6%	-16.1%
Cc1c(Cl)cccc1NC(=O)Nc1ccn(C)n1	-6.7%[59 µM]	7.5%	-3.2%	2.6%	6.5%	-16.3%	2.7%	-10.5%	11.0%
Cc1ccc(C)c(C(=O)OCC(=O)Nc2cccc(S(=O)(=O)N3CCCCC3)c2)c1	-15.2%[59 µM]	8.1%	-18.6%	·	19.4%	-19.3%	3.7%	·	-14.5%
CON(C)C(=O)CC(CN(Cc1ccccc1)C(=O)OC(C)(C)C)c1ccc(Cl)cc1 (stereo unspecified)	·	-13.7%	-9.3%	·	-8.9%	-15.8%	·	·	-16.9%
O=C(NNC(=O)c1ccc(F)c(S(=O)(=O)N2CCOCC2)c1)c1ccc(Br)cc1	31.0%[12.7 µM]	-2.4%	38.7%	·	11.5%	8.7%	-1.9%	·	-17.7%
CC(C)=C1CCC(C)CC1=NNC(N)=S (stereo unspecified)	·	-4.1%	·	·	46.8%[activator]	?	·	·	-9.8%
O=C(COc1ccccc1)Nc1ccc(S(=O)(=O)Nc2ccccn2)cc1	7.4%[59 µM]	-2.1%	81.5%[activator][12.4 µM]	-9.4%	23.8%	-6.3%	-0.4%	-0.4%	-6.2%
